Bioassay records as filed in PubChem.
PTPN22 act: LYP (human) phosphatase activation; Q9Y2R2; hit rate 0.11% among 96,000; recombinant LYP, DiFMUP fluorescence; 0 = plate median, 100 = signal doubled; activation, % at 2 µM;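 active = activation at 2 µM above a set limit, the mean plus 5 SD, cut at about 37% in these data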
PostGolgi ctrl: yeast control strain growth, post-Golgi counter-screen | efflux-deficient yeast background strain, growth absorbance A615, 16 h | inhibition, % at 10 µM | hit rate 5% among 98,000 | AID 738
Ecoli WT expand: blocks growth of wild type E. coli BW25113. OD600 absorbance. growth inhibition, % at 100 µM. AID 710. hit rate 0.15% among 98,000;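 active = growth inhibition above about 50% at one test dose, limit read from the data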;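 note: growth measured after 20 h incubation at 37 °C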
PostGolgi yeast: growth inhibition of a yeast mutant, post-Golgi transport screen | post-Golgi transport phenotypic cell assay | inhibition, % at 10 µM | hit rate 0.9% among 98,000 | AID 739;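 note: yeast cells grown in 1536-well plates; yeast grown about 18 h at 30C before absorbance read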
PTK2B oligo ant: blocks oligomerization of human Pyk2 in cells; Q293 cells, Pyk2 FERM NanoBiT luminescence; stronger effect = lower value; hit rate 0.83% among 99,000; Q14289; z-score (the deposit names both 25 µM and 10 µM); AID 1347419;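 active = Z-score of -3 or lower, scaled per plate to the spread of control and sample wells; inactive = z-score above -3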;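 note: negative z-score means lost luminescence so less FERM oligomerization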
Target sequence (Q14289 whole entry, looked up): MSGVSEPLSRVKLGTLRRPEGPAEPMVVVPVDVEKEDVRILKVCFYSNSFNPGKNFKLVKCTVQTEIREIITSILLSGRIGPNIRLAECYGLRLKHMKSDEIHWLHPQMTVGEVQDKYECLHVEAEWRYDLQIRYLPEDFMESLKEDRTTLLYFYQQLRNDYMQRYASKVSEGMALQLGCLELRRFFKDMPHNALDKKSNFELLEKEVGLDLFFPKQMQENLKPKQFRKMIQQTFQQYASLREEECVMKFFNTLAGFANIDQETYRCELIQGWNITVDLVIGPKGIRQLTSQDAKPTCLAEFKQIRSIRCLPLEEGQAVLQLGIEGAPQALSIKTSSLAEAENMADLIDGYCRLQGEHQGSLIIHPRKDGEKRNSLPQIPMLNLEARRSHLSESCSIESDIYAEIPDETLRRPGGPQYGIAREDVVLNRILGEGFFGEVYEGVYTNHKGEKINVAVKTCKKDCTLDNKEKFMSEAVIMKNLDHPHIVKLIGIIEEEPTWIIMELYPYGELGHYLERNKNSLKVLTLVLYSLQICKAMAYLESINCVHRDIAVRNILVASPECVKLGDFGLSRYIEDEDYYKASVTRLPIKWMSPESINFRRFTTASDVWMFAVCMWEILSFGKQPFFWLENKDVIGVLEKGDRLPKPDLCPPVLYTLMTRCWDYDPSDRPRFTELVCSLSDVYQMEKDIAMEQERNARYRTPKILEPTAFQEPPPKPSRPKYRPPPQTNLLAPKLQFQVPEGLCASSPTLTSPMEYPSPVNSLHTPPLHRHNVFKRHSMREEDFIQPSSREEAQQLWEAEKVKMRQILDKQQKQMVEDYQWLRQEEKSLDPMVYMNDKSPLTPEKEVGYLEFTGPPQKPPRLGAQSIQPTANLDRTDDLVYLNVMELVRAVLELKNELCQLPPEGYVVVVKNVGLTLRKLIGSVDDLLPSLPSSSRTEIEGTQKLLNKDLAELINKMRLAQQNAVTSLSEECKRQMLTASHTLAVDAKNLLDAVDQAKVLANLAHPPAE
PTPN22 inh 2: inhibitors of human LYP (PTPN22) phosphatase; inhibition, % at 2 µM; hit rate 0.21% among 96,000; recombinant LYP catalytic domain, DiFMUP fluorescence;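 active = inhibition at 2 µM at or above a set limit, the screen mean plus 3 SD, cut at about 24% in these data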;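 note: 0% = DMSO with enzyme and 100% = enzyme fully blocked by orthovanadate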
DAT uptake mod: modulates human dopamine transporter uptake under cocaine. Q01959. LLC-PK1 hDAT cells, [14C]-dopamine uptake with cocaine IC80; actives deviate in either direction. B-score at 10 µM. hit rate 1.3% among 110,000. AID 449768;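 active = Z score or B-score, a plate-position-corrected score, falls beyond the plate's 99.7% confidence bounds, in either direction; inactive = both scores lie inside the 99.7% bounds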;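 note: scored against the spread of the other compound wells on the same plate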
CYP2C9 inhib: human CYP2C9 inhibition; AID 777; inhibition, % at 5 µM; CYP2C9 Supersomes, luciferin-H conversion, luminescence; P11712; hit rate 20% among 96,000;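 active = blocking of liver enzyme CYP2C9 beyond about 50% at 5 µM, limit read from the data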; note: values of inactives mirror those of a sister screen read the other way
CYP2C9 act: CYP2C9 (human) activation. AID 1024. hit rate 1.4% among 96,000. activation factor at 5 µM. recombinant CYP2C9, luciferin-H conversion, luminescence; stronger effect = higher value; factor 1 = untreated enzyme, 0 = blocked. P11712;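 active = activation factor of 2 or more for CYP2C9 at a 5 µM dose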;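 note: 0 = sulfaphenazole-blocked wells and 1 = vehicle-only wells; values of inactives mirror those of a sister screen read the other way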
An asterisk follows results filed as active; . = not tested or not shown. Cut-off read from the data, not from the text of the source, unless noted: active = inhibition above about 30%; inactive = the rest.

SMILES	PTPN22 act	PostGolgi ctrl	Ecoli WT expand	PostGolgi yeast	PTK2B oligo ant	PTPN22 inh 2	DAT uptake mod	CYP2C9 inhib	CYP2C9 act
CCN(CC)c1ccc(C2C3CCCCC3(O)CCN2CC(=O)Nc2ccccc2)cc1 (centres undefined)	0	15	8	16	1.3	1	-0.24	1	1
OC(CNCc1ccco1)Cn1c2ccccc2c2ccccc21 (centres undefined)	1	-6	1	-8	0.69	-1	1.1	32	0.7
CCOc1ccccc1-n1cnc2cc(C(=O)NCc3ccco3)ccc21	22	7	6	3	0.52	-24	0.57	-12	1.1
CCOC(=O)c1[nH]c2ccc(OCC)cc2c1NC(=O)CN1CCN(c2ccccc2)CC1	6	3	-6	3	-0.59	-7	0.04	6	0.9
CC1=C(C(=O)NCc2ccccc2)C(c2cc(Br)cc(Br)c2OC(C)C)NC(=O)N1 (centres undefined)	-2	.	.	.	-0.59	1	2	.	.
O=S(=O)(NCc1ccccc1)c1ccc(S(=O)(=O)N(Cc2ccccn2)Cc2ccco2)cc1	-6	11	-16	2	-0.26	4	0.45	13	0.9
COc1ccc(-n2c(Cc3cc(=O)[nH]c(=O)[nH]3)nnc2SCC(=O)N2CCCC2)cc1	-5	-4	-2	0	.	4	0.3	21	0.8
O=C(CN1C(=O)c2ccccc2S1(=O)=O)Nc1cccnc1	-2	.	.	.	-0.67	0	-0.46	.	.
Cc1ccc(CCNC(=O)C2CCCN(C(=O)c3cc4sccc4n3C)C2)cc1 (centres undefined)	-1	4	4	5	-0.43	4	-0.96	42	0.6
Cc1nn(Cc2ccccc2)c2sc(C(=O)NCc3cccnc3)cc12	-7	7	3	2	-0.33	4	1.7	82*	0.2
Cc1ccc(N2C(=O)c3ccccc3C2(O)c2ncc[nH]2)cc1 (centres undefined)	-2	-3	2	6	0.09	1	-0.13	-1	1
CCCC1(CCC)NC(=O)N(CC(=O)Nc2cccc(OC)c2)C1=O	-1	19	2	9	-0.3	-2	0.71	0	1
CCOc1cc(/C=C2/SC(=Nc3ccccc3)N(Cc3cccnc3)C2=O)ccc1OCC#N	-12	0	-4	5	-3.6*	14	1.1	-1	1
CCCC(=O)Nc1cccc(C(=O)Nc2nccs2)c1	3	19	7	-6	-0.51	-5	0.6	55*	0.4
O=C(NCc1ccc2c(c1)OCO2)c1cccnc1	5	2	-4	0	0.93	-8	-0.7	11	0.9
CCC(=O)Nc1nc2ccccc2n1CCN(C)C	-4	5	-3	-4	1.2	1	0.78	-4	1
CCN(CC)C(=O)c1cc2cc(Br)ccc2oc1=O	11	11	0	-1	-0.19	-16	0.63	-71	1.7
CCN1C(=O)/C(=C/N(C)C)c2ccccc21	-1	7	3	25	-1.1	0	-0.71	-12	1.1
CCCCc1ccc(CC(=O)O)cc1	-11	4	-11	6	1.4	11	-0.35	-3	1
C1=CC2c3ccccc3NC(c3ccncc3)C2C1 (centres undefined)	-16	6	-6	2	0.16	14	0.94	73*	0.3
COc1ccc(C2Nc3ccccc3C(=O)N2Cc2ccco2)cc1COc1ccc(NC(C)=O)cc1 (centres undefined)	1	22	-14	27	-0.13	-2	1.3	100*	0
Clc1ccc(SCCCCn2cncn2)cc1	-6	-7	9	5	-0.43	4	0.68	76*	0.2
Cc1ccccc1N/C(SCc1ccc(Cl)cc1)=C(/C#N)C(=O)NCc1ccco1	-7	11	-26	-1	-0.44	8	0.41	55*	0.4
CCOC(=O)N1CCC(NC(=O)Cn2cc3c(n2)CCC(C)C3)CC1 (centres undefined)	2	1	3	9	0.43	-4	0.67	.	.
COc1ccc(C)cc1-n1nnnc1SCC(=O)c1cc(C)n(Cc2ccco2)c1C	0	5	-14	7	0.52	-1	1.6	27	0.7

Rewritten with values under each structure: part of the list above
Screens in order: PTPN22 act, PostGolgi ctrl, Ecoli WT expand, PostGolgi yeast, PTK2B oligo ant, PTPN22 inh 2, DAT uptake mod, CYP2C9 inhib, CYP2C9 act
- CCOc1cc(/C=C2/SC(=Nc3ccccc3)N(Cc3cccnc3)C2=O)ccc1OCC#N
→ -12, 0, -4, 5, -3.6*, 14, 1.1, -1, 1
- O=C(CN1C(=O)c2ccccc2S1(=O)=O)Nc1cccnc1
→ -2, ., ., ., -0.67, 0, -0.46, ., .

New compounds follow.
SMILES	PTPN22 act	PostGolgi ctrl	Ecoli WT expand	PostGolgi yeast	PTK2B oligo ant	PTPN22 inh 2	DAT uptake mod	CYP2C9 inhib	CYP2C9 act
Cc1ccc(C(C)C)c(OCC(=O)Nc2ccccc2N2CCN(C)CC2)c1	9	1	11	0	-0.12	-13	1.3	87*	0.1
CCOC(=O)N1CCN(C(=O)CCC(=O)N2CCOc3ccc(C)cc32)CC1	2	5	0	16	0.49	-5	0.89	-3	1
CCOC(=O)c1ccc(N2C(=O)CC(C(=O)OC)=C2C)cc1	-12	3	6	-15	-1.1	10	0.65	-3	1
CCOC(=O)c1cnc2c(cnn2C)c1NCCC(O)C(F)(F)F (centres undefined)	0	4	7	0	0.85	2	0.82	31	0.7
CCn1c(=O)c2c(nc3n2CCS3)n(C)c1=O	-5	-4	-4	-1	-0.08	10	0.53	-2	1
O=C1NCCN1Cc1ccccc1	2	0	6	8	0.06	1	0.12	6	0.9
Cc1ccc(S(=O)(=O)C(CCC(=O)N2CCOCC2)S(=O)(=O)c2ccc(C)cc2)cc1	-1	3	-4	9	-0.29	0	-1.6	20	0.8
CCn1nc(CC(=O)Nc2ccc(-n3cnnn3)c(OC)c2)c2ccccc2c1=O	-7	6	-11	5	0.2	7	0.91	46	0.5
O=C(COc1ccc(Br)cc1F)NC1CCN(Cc2ccccc2)CC1	-12	38*	9	95*	0.12	10	.	29	0.7
CCc1ccccc1NC(=O)COC(=O)C1CC(=O)N(c2ccc(F)cc2)C1 (centres undefined)	-1	7	-4	-7	1.4	-2	-0.72	3	1
C=CCOc1ccc(/C(O)=C2/C(=O)C(=O)N(CCCN3CCOCC3)C2c2ccc(OC)cc2)cc1 (centres undefined)	-13	6	-13	-2	1.3	16	-0.4	.	.
CCCCN(C)C(=O)C1CCN(Cc2ccc(OCc3ccccc3)cc2)CC1	-6	.	.	.	1	6	0.35	.	.
CCOC(=O)CSc1nc(N)c(C#N)c(-c2cccs2)c1C#N	-4	7	-3	-1	-1.3	5	0.67	20	0.8
CC1CC(NC(=O)Cc2ccc(Br)cc2)CC(C)(C)C1 (centres undefined)	1	.	.	.	0.05	0	1.1	.	.
CC1(C)Cc2c(sc3c2C2=NCCN2C=N3)CO1	6	.	.	.	-0.47	-4	-0.48	-12	1.1
COC(=O)Cc1c(C)nc2nc(-c3cccnc3)[nH]n2c1=O	.	-8	6	8	-0.27	.	0.64	-25	1.3
Cc1onc(COc2ccccc2O)c1Br	10	2	6	3	-0.51	-13	-0.4	10	0.9
CC(=O)Nc1ccc(C(=O)CS(=O)(=O)c2ccc(C)cc2)cc1	19	0	-9	-5	0.16	-19	-1.9	59*	0.4
O=C(COC(=O)C1(c2ccc(Cl)cc2)CCCC1)NC1CCS(=O)(=O)C1 (centres undefined)	3	24	4	0	0.96	0	-0.6	4	1
CCOc1ccc(OCC)c(NC(=O)CCn2c(=O)oc3ccccc32)c1	-2	21	-4	7	-0.43	0	0.77	49	0.5
CCOC(=O)c1nn(-c2ccc3c(c2)OCO3)cc1O	0	16	10	0	-0.17	1	-0.36	.	.
O=S(=O)(c1ccc2c(c1)OCCO2)N1CCC(n2nnc3cc(F)ccc32)CC1	5	21	-11	-1	-0.22	-1	0.053	.	.
COc1ccc(C)cc1-n1nnnc1SCC(=O)Nc1cc(C)on1	.	13	-6	2	-1.1	.	0.052	.	.
CCOC(=O)C(C)Oc1cccc2c(=O)n(CC(=O)N3CCCc4ccccc43)ccc12 (centres undefined)	2	1	6	-2	.	-5	2.2	13	0.9
CC1CCCN(c2nc3ccccc3nc2C(C#N)S(=O)(=O)c2cccs2)C1 (centres undefined)	12	16	-2	-3	0.54	-14	-0.52	75*	0.3

Shown as a hit in PTK2B oligo ant (from the list above):
Compound	PTPN22 act	PTK2B oligo ant	PTPN22 inh 2	DAT uptake mod	CYP2C9 inhib	CYP2C9 act
CCOc1cc(/C=C2/SC(=Nc3ccccc3)N(Cc3cccnc3)C2=O)ccc1OCC#N	-12	-3.6*	14	1.1	-1	1

Other results.
SMILES	PTPN22 act	PostGolgi ctrl	Ecoli WT expand	PostGolgi yeast	PTK2B oligo ant	PTPN22 inh 2	DAT uptake mod	CYP2C9 inhib	CYP2C9 act
O=C(NNC(=O)c1sccc1-n1cccc1)c1ccc(Cl)cc1	2	4	-12	11	0.39	2	-0.18	-171	2.7*
c1csc(CCNc2ncnc3sc4c(c23)CCC4)c1	-2	82*	-8	-1	.	1	-1	46	0.5
COc1cc(C(=O)OCC(=O)NCc2ccco2)cc(OC)c1OC	-9	12	4	16	0.63	8	0.046	4	1
Cc1cc(N2CCOCC2)n2nc(-c3cccc(F)c3)cc2n1	.	1	-3	0	-0.31	.	0.6	.	.
O=[n+]1c2c(n([O-])c3c1CCCC3)CCCC2	-14	2	3	3	1.2	12	0.31	-15	1.1
Cc1nn(C)cc1/C=N/NC(=S)Nc1ccccc1	-7	9	11	-4	-0.99	10	0.6	37	0.6
N#Cc1c(-c2ccccc2)nc2n(-c3ccccc3)nc(C(=O)Nc3ccccc3)n2c1=O	-8	19	-14	3	-1.9	6	0.19	41	0.6
CCC(C)[C@H](NC(=O)OC(C)(C)C)C(=O)N/N=C/C1=Cc2ccccc2OC1 (some centres undefined)	1	10	-6	5	-0.62	0	-0.046	44	0.6
C=CCNc1nc(-c2ccc(O)c(C(N)=O)c2)cs1	-2	1	16	6	0.32	3	0.21	11	0.9
S=c1[nH]nc(COc2ccc(Cl)cc2)o1	.	5	2	7	1.4	.	-0.12	14	0.9
O=C(NC(=S)Nc1ccc(N2CCCCC2)c(Cl)c1)c1cccs1	-6	.	.	.	-0.41	8	-0.99	.	.
COC(=O)c1ccc(N=C2S/C(=C\c3cc(C)n(-c4cccnc4)c3C)C(=O)N2C)cc1	0	32*	-6	2	-1	4	-0.0037	.	.
COc1ccc(/C(N)=N/OC(=O)c2cccc([N+](=O)[O-])c2C)cc1OC	0	8	5	1	0.81	0	1.7	-49	1.5
CCn1c(SCC(=O)O)nnc1-c1ccccc1	-7	-2	0	0	-0.16	4	.	3	1
Cc1ccc(C)n1-c1ccc(-c2nnco2)cc1	-8	1	4	5	-0.4	8	0.94	10	0.9
CCCCCCC1C(C#N)=C(N)OC2=C1C(=O)CCC2 (centres undefined)	-3	22	7	-5	.	0	-0.41	75*	0.2
CCOc1cccc(CNn2cnnc2)c1OCc1ccccc1Cl	4	3	10	-1	-0.61	-2	0.44	20	0.8
Cc1cc(NC(=O)CSc2nc(C(C)C)nc3sc(C)c(C)c23)no1	-6	8	0	-2	0.13	4	-1.2	54*	0.5
O=C(NCCSCc1ccccc1)c1ccc(C2SCC(=O)N2Cc2ccccc2)cc1 (centres undefined)	6	5	-8	16	-0.78	-3	1.7	97*	0
CCCN(CCC)c1nc(Cl)nc(NCc2ccco2)n1	-8	38*	-4	21	-1.6	10	0.45	2	1
O=C(N=NC(=O)c1ccc2c(O)n(C3CCCCC3)c(O)c2c1)c1cccnc1	2	-5	-2	1	0.74	-1	-0.25	22	0.8
COCc1cc(C)nc(N)c1C#N	.	12	3	-8	0.25	.	-1.8	-9	1.1
CC(C)(C)n1cnc2cc(NS(=O)(=O)c3ccccc3)ccc21	-2	6	8	-11	0.24	1	-0.35	28	0.7
CCCCNC(=O)c1onc(CSc2cc(C)cc(C)c2)c1C(=O)O	4	10	-5	0	.	0	-0.058	73*	0.3
Cc1cc(C)cc(N2C(=O)CSC2c2cccs2)c1 (centres undefined)	.	14	2	24	-0.14	.	-0.75	-17	1.2
O=C(C(c1ccccc1)c1ccccc1)N(Cc1ccco1)C1CCS(=O)(=O)C1 (centres undefined)	6	-1	-3	-3	-0.63	-7	-0.63	48	0.5
NC(=O)C1(N2CCCCC2)CCN(C(=O)NC2CCCCC2)CC1	-3	16	3	10	-0.12	2	0.58	13	0.9
